High-throughput results as filed in PubChem BioAssay.
GAA glycogen – inhibitors or activators of human alpha-glucosidase glycogen cleavage; P10253; actives 0.38% (n = 300,000); Potency, µM (top dose mostly 76.4 µM), without a hit: top-dose activity change, negative = inhibition, actives largely listed as inhibitors; recombinant GAA, glycogen substrate, Amplex Red glucose oxidase fluorescence; active = well fitted inhibition curve with a large enough effect; inconclusive = small, poorly fitted or top-dose-only effect, or another doubt; inactive = no such curve, though single readings can be large or run the other way;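 also: 0% = full enzyme reaction and -100% = no-enzyme basal signal; the screen sought inhibitors and activators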
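Recombinant human enzyme (4 nM); glycogen substrate; 37 C, 40 min, pH 5.0. Readout: coupled glucose oxidase/Amplex Red fluorescence.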
* hit, by the source's call; ? = inconclusive; & = joins results of further samples; [ ] = another dose, or the depositor's remark. Potency is read from the fitted curve at half-maximal effect.

SMILES	GAA glycogen
CC[C@H]1OC(=O)[C@H](C)[C@@H](O[C@H]2C[C@@](C)(OC)[C@@H](O)[C@H](C)O2)[C@H](C)[C@@H](O[C@@H]2O[C@H](C)C[C@H](N(C)C)[C@H]2O)[C@](C)(O)C[C@@H](C)C(=NOCOCCOC)[C@H](C)[C@@H](O)[C@]1(C)O	17.9%[76.3 µM]
Cc1cc(C)n(CCCN2CCC(C(=O)Nc3cccc(-c4cccc(F)c4)c3)CC2)n1	6.2%[76.3 µM]
CCOc1cccc2sc(N(CCN(CC)CC)C(=O)c3ccc(S(=O)(=O)N4CCCC4)cc3)nc12	0.9%[76.3 µM]
CN(C)CCCN(C(=O)c1ccc(S(=O)(=O)N2CCOCC2)cc1)c1nc2cc3c(cc2s1)OCO3	8.3%[76.3 µM]
Oc1cccc(/C=N/N2CCCCC2)c1O	?
O=C(CNC(=O)Cc1cccc2ccccc12)NCc1ccc(F)cc1	-2.6%
Cc1cccc(OCCSc2nc3ccccc3n2CC(=O)N2CCOCC2)c1C	1.3%[76.3 µM]
Cc1ccc(NC(=O)CCS(=O)(=O)c2cc(Br)cc3c2N(C(=O)C2CC2)CC3)cc1	-8.8%[76.3 µM]
Cc1cc(C)c(S(=O)(=O)N(C)CC(=O)NCCN2CCOCC2)c(C)c1	-0.9%
O=C(Nc1ccc(F)cc1C(F)(F)F)C1CCN(c2ncccn2)CC1	-3.8%[76.3 µM]
O=S(=O)(Cc1ccccc1Cl)NCCc1ccc(F)cc1	-0.6%[76.3 µM]
CCc1ccc(-c2nc(CN3CCC(C(=O)NCCc4ccc(Cl)cc4)CC3)c(C)o2)cc1	-14.5%[76.3 µM]
CCCCCCNC(=O)CCc1c(C)nc2nc(-c3cc(OC)cc(OC)c3)nn2c1C	13.4%[76.3 µM]
COc1cc(/C=C(\C#N)C(=O)Nc2ccccn2)ccc1O	-17.1%[76.3 µM]
COCc1cc(C)nc(SCC(=O)NCC2CCCO2)c1C#N (stereo not drawn)	-0.1%
CC(C)[C@H](NC(=O)OC(C)(C)C)C(=O)NCC1CCC(C(=O)N[C@@H](Cc2ccccc2)C(=O)O)CC1 (stereo partly drawn)	1.6%
O=C(Nc1cccc(Cl)c1Cl)Nn1cnnc1	1.1%[76.3 µM]
CC(Sc1nnc(N)s1)C(=O)Nc1nccs1 (stereo not drawn)	3.9%[76.3 µM]
O=C(Nc1ccnn1C1CCN(C(=O)c2cccc(C(F)(F)F)c2)CC1)C1CC1	-4.5%[76.3 µM]
COc1ccccc1N1CCN(C(=O)CCc2ccccc2)CC1	-10.5%[76.3 µM]
CCCN(CCC)CCNC(=O)C1CCN(S(=O)(=O)c2cccc3nsnc23)CC1	-8.4%[76.3 µM]
O=C(Nc1ccccc1F)C1COc2ccccc2O1 (stereo not drawn)	6.0%[76.3 µM]
O=C(Cn1nc(C(F)(F)F)c2c1CCCC2)Nc1ccc(Cl)cc1	9.4%[76.3 µM]
COc1cc(CNC2CCCCCCC2)cc(Cl)c1OC	4.3%[76.3 µM]
CCSc1nnc(NC(=O)c2cc(=O)c3cc(C)ccc3o2)s1	-5.2%[76.3 µM]
CC(C)Oc1ccc(CNC(=O)CCC(=O)N2CCSc3ccccc32)cc1	-28.0%[76.3 µM]
CCCCCN1C(C(=O)c2ccccc2)=C(NC(=O)c2ccccc2Cl)c2ccccc2S1(=O)=O	-0.5%[76.3 µM]
O=C(CSc1oc(-c2ccccc2)nc1S(=O)(=O)c1ccccc1)c1ccccc1	-9.0%[76.3 µM]
CCN(CCCNC(=O)c1cc2cc3cc(OC)ccc3nc2s1)c1ccccc1	-9.2%[76.3 µM]
CCc1nn(CC(=O)NCCCc2ccccc2)c(=O)c2cc3cc(F)ccc3n12	-6.6%&-8.1%[76.3 µM]

Quoted from the listing:
GAA glycogen with O=C(Nc1ccnn1C1CCN(C(=O)c2cccc(C(F)(F)F)c2)CC1)C1CC1 = -4.5%[76.3 µM]
GAA glycogen with CCCCCCNC(=O)CCc1c(C)nc2nc(-c3cc(OC)cc(OC)c3)nn2c1C = 13.4%[76.3 µM]
GAA glycogen with CCc1nn(CC(=O)NCCCc2ccccc2)c(=O)c2cc3cc(F)ccc3n12 = -6.6%&-8.1%[76.3 µM]
GAA glycogen with CCN(CCCNC(=O)c1cc2cc3cc(OC)ccc3nc2s1)c1ccccc1 = -9.2%[76.3 µM]
GAA glycogen with CC(Sc1nnc(N)s1)C(=O)Nc1nccs1 (stereo not drawn) = 3.9%[76.3 µM]
GAA glycogen with CCCN(CCC)CCNC(=O)C1CCN(S(=O)(=O)c2cccc3nsnc23)CC1 = -8.4%[76.3 µM]

Molecules shown so far that have a cyano group (2):
SMILES	GAA glycogen
COc1cc(/C=C(\C#N)C(=O)Nc2ccccn2)ccc1O	-17.1%[76.3 µM]
COCc1cc(C)nc(SCC(=O)NCC2CCCO2)c1C#N (stereo not drawn)	-0.1%

The results go on:
SMILES	GAA glycogen
CCCCSc1nnc2c(n1)OC(c1ccc(C)s1)Nc1ccccc1-2 (stereo not drawn)	12.1%[76.3 µM]
COc1ccc(C(=O)Cn2cnc3ccccc3c2=O)cc1OC	-4.0%[76.3 µM]
COc1ccc(OC)c(NC(=O)N2CCC(CN3CCCCC3)CC2)c1	-15.1%[76.3 µM]
COc1cc(C(C(=O)NC(C)(C)C)N(C(=O)CNC(=O)c2cccs2)c2cccnc2)cc(OC)c1OC (stereo not drawn)	6.2%
O=C(O)C1C2C=CC(C2)C1C(=O)Nc1cccc(Cl)c1 (stereo not drawn)	4.6%
CCN1C(=O)c2ccccc2S(=O)c2ccc(C(=O)N3CCN(c4cccc(C)c4)C(C)C3)cc21 (stereo not drawn)	-4.7%[76.3 µM]
Cn1nnnc1SCCCNCc1cccc(OCc2ccc(Cl)cc2)c1	-3.6%[76.3 µM]
Cc1cc(C)cc(NC(=O)N2CCC(NC(=O)c3ccco3)CC2)c1	0.6%[76.3 µM]
NC(=O)CN1C(=O)NC2(CCOc3ccccc32)C1=O (stereo not drawn)	0.4%
Cc1nc2c(c(C)c1CCC(=O)Nc1cccc(C(F)(F)F)c1)c(=O)n(C)c(=O)n2C	14.2%[76.3 µM]
Cn1nnnc1SCCCNCc1cccc(OCc2ccccc2Cl)c1	-8.5%[76.3 µM]
CCc1ccc(S(=O)(=O)/N=C2\C=C(Nc3ccc(C(=O)O)cc3)C(=O)c3ccccc32)cc1	-1.2%
O=C(N/N=C/c1ccccc1O)C1CC(=O)N(c2ccc(F)cc2)C1 (stereo not drawn)	-10.8%
COc1cc(C2c3c(-c4cc(C)ccc4O)n[nH]c3C(=O)N2CCCO)ccc1OCCC(C)C (stereo not drawn)	-13.2%[76.3 µM]
CC1CCCCC1NC(=O)CCCn1c(=S)[nH]c2ccsc2c1=O (stereo not drawn)	1.4%[76.3 µM]

Among those listed so far, these contain a Cl atom:
SMILES	GAA glycogen
O=S(=O)(Cc1ccccc1Cl)NCCc1ccc(F)cc1	-0.6%[76.3 µM]
CCc1ccc(-c2nc(CN3CCC(C(=O)NCCc4ccc(Cl)cc4)CC3)c(C)o2)cc1	-14.5%[76.3 µM]
O=C(Nc1cccc(Cl)c1Cl)Nn1cnnc1	1.1%[76.3 µM]
O=C(Cn1nc(C(F)(F)F)c2c1CCCC2)Nc1ccc(Cl)cc1	9.4%[76.3 µM]
COc1cc(CNC2CCCCCCC2)cc(Cl)c1OC	4.3%[76.3 µM]
CCCCCN1C(C(=O)c2ccccc2)=C(NC(=O)c2ccccc2Cl)c2ccccc2S1(=O)=O	-0.5%[76.3 µM]
O=C(O)C1C2C=CC(C2)C1C(=O)Nc1cccc(Cl)c1 (stereo not drawn)	4.6%
Cn1nnnc1SCCCNCc1cccc(OCc2ccc(Cl)cc2)c1	-3.6%[76.3 µM]
Cn1nnnc1SCCCNCc1cccc(OCc2ccccc2Cl)c1	-8.5%[76.3 µM]

Carrying on:
SMILES	GAA glycogen
Cc1cc(C(F)F)n2nc(C(=O)Nc3ccc(C(C)C)cc3)nc2n1	13.1%[76.3 µM]
CC1=C(C(=O)Nc2ccccc2)C(c2ccc(O)cc2)n2nc(SCc3ccccc3)nc2N1 (stereo not drawn)	-4.4%[76.3 µM]
CCCCC(=O)Nc1c(-c2ccc(OC)c(OC)c2)c(=O)c2ccccc2n1C	-6.4%
CN(C(=O)COC(=O)/C=C/c1ccc(C(F)(F)F)cc1)C1CCS(=O)(=O)C1 (stereo not drawn)	-6.9%[76.3 µM]
COc1ccc(CC(=O)NC(c2ccccc2)c2ccc(C)cc2)c(OC)c1 (stereo not drawn)	-4.0%
COc1cc(C(=O)Nc2ccccc2NC(=O)c2cc(OC)c(OC)c(OC)c2)cc(OC)c1OC	-6.2%
CCc1ccc(-n2c(SCc3nc(-c4cc(OC)ccc4OC)no3)nnc2-c2ccccc2)cc1	-18.1%[76.3 µM]
COCc1cc(C)nc(SCc2ccc(Cl)cc2)c1C#N	-0.9%
COc1ccc(NC(=O)CCCc2nc(-c3ccco3)no2)c(OC)c1	0.2%[76.3 µM]
CC(NCc1cccnc1)c1ccccc1 (stereo not drawn)	-9.0%[76.3 µM]
COc1ccccc1N1CCN(C(=O)c2cc(=O)c3cc(C)cc(C)c3o2)CC1	0.8%
CCCC(=O)N1CCN(c2nc3c(OC)ccc(Cl)c3s2)CC1	3.7%[76.3 µM]
O=C(Nc1nnc(SCCN2CCOCC2)s1)C1CC(=O)N(c2ccc(F)cc2)C1 (stereo not drawn)	-2.8%[76.3 µM]
CC(C)NC(=O)c1cc(-c2ccc3c(c2)OCO3)on1	1.5%
Cn1c(=O)c2c(-c3ccccc3)n3c(c2n(C)c1=O)C(c1ccccc1[N+](=O)[O-])Nc1ccccc1-3 (stereo not drawn)	-0.7%[76.3 µM]
Cc1ccc(C(C)C)c(OCC(O)CNC2CCCC2)c1 (stereo not drawn)	1.0%[76.3 µM]
CN(C)CCCN(C(=O)c1ccc([N+](=O)[O-])s1)c1nc2cc3c(cc2s1)OCCO3	2.6%[76.3 µM]
CCOc1cccc(C2/C(=C(/O)c3ccc4c(c3)CC(C)O4)C(=O)C(=O)N2CCN2CCOCC2)c1 (stereo not drawn)	-7.7%[76.3 µM]
Cn1ccnc1SCC(=O)N1CCc2ccccc21	-3.1%[76.3 µM]
CCOc1ccc(N)c(SSc2cc(OCC)ccc2N)c1	-25.4%
CCOC(=O)C1CCN(C(=O)COc2ccc3c(c2)OCO3)CC1	0.9%
CCCCc1nc2cc(C(=O)NCc3ccccn3)ccc2o1	2.4%[76.3 µM]
CCOc1ccccc1/C=N/N1CCN(Cc2ccccc2)CC1	13.3%[76.3 µM]
CCN(CC(=O)NCc1ccc(Cl)cc1)C(=O)c1ccc2cc(OC)ccc2c1	-3.1%[76.3 µM]
CC(C)c1ccc(NC(=O)C2C3C=CC4(O3)C2C(=O)N(CCCN2CCCCC2)C4C(=O)NC2CCCCC2)cc1 (stereo not drawn)	-6.4%
COc1cccc(-c2nc(SCC(=O)NCC3CCCO3)c(-c3ccc(C)cc3)[nH]2)c1 (stereo not drawn)	-3.9%[76.3 µM]
Cn1c(CNc2ccc(O)cc2)nc2ccccc21	2.8%
COc1cccc(OC)c1C(=O)NC(=S)NCc1cccnc1	-7.5%[76.3 µM]
COc1cccc(Oc2cn[nH]c2-c2ccc(OCC(=O)NN)cc2O)c1	-4.3%
O=c1c2oc3ccccc3c2n(Cc2ccc(Cl)cc2)c(=O)n1Cc1ccccc1	-4.5%[76.3 µM]
CC(C)Oc1ccc(/C(O)=C2/C(=O)C(=O)N(CCN3CCNCC3)C2c2cccc([N+](=O)[O-])c2)cc1 (stereo not drawn)	-9.6%[76.3 µM]
CN1CCN(C(=O)CN(C)S(=O)(=O)c2ccc(F)cc2)CC1	1.2%
O=C(O)CN1C(=O)C(=O)N(Cc2c(F)cccc2Cl)C1=O	-3.0%
CC(OC(=O)CN1C(=O)COc2ccccc21)C(=O)NCc1ccc(F)cc1 (stereo not drawn)	7.5%
COc1cccc(N2CCN(C(=O)c3ccc(CS(=O)c4ccccc4C)o3)CC2)c1 (stereo not drawn)	-12.1%[76.3 µM]
Cc1cccc(NC(=O)CCN2C(=O)c3cccc([N+](=O)[O-])c3C2=O)c1	-5.3%[76.3 µM]
Cc1ccc(NC(=O)CCS(=O)(=O)c2ccc3nc(C)sc3c2)c(C)c1	-7.8%[76.3 µM]
COc1ccccc1CNC(=O)CCn1c(=O)c2ccccc2n(CC(=O)Nc2cc(Cl)ccc2C)c1=O	-15.2%[76.3 µM]
CCc1ccc(NC(=O)CSc2nc(-c3ccccc3Cl)nc3c2Cc2c(CO)cnc(C)c2O3)cc1	21.5%[76.3 µM]
COc1ccccc1OCCn1cc(C=O)c2ccccc21	0.8%[76.3 µM]
CCOC(=O)C1CCN(C(=O)c2ccc(OC3CCN(C(=O)CCOC)CC3)cc2)CC1	2.3%[76.3 µM]
COc1ccc(-n2ncc3c(=O)n(CC(C)=O)cnc32)cc1	-1.1%[76.3 µM]
CCS(=O)(=O)N1CCc2cc(C(=O)Nc3cccc(C(C)=O)c3)ccc21	9.6%[76.3 µM]
CC(C)CN1CCN(Cc2cc3ccccc3[nH]2)CC1CCO (stereo not drawn)	-5.2%[76.3 µM]
O=C1Nc2cc(C(=O)NCCCN3CCCC3)ccc2S/C1=C/c1ccccc1F	-2.9%[76.3 µM]
Cc1nc2nc(CNC(=O)OC(C)(C)C)nn2c(C)c1CCC(=O)NCc1ccccc1Cl	18.2%[76.3 µM]
Cc1ccc(Cl)cc1NC(=O)C(=O)NCC(c1cccnc1)N1CCc2ccccc21 (stereo not drawn)	5.8%[76.3 µM]
N#Cc1ccc(C(=O)Nc2ccc(Cl)c(-c3nc4cc(Cl)ccc4o3)c2)c(F)c1	-1.3%[76.3 µM]
COc1cc(CN2CCc3ccccc3C2)cc([N+](=O)[O-])c1O	-2.7%[76.3 µM]
CCOc1ccc(NC(=O)NCCN2CCN(c3ccccc3F)CC2)cc1	-1.4%
CCOC(=O)CC1C(=O)NCCN1S(=O)(=O)c1cccc(C(F)(F)F)c1 (stereo not drawn)	-1.7%[76.3 µM]
C=CCn1cc(Cl)cc(C(=O)Nc2ccccc2)c1=O	-1.1%

A portion of the library. The share of hits here may be higher or lower than overall.
